# Screens: PubChem BioAssay, several laboratories
# Scp-1 inhibitor: Scp-1 phosphatase inhibitors, primary screen, biochemical, colorimetric, uHTS; Recombinant Scp1, phosphopeptide, malachite green phosphate absorbance; Carboxy-terminal domain RNA polymerase II polypeptide A small phosphatase 1 (Homo …; hit rate 0.88% among 340,000; inhibition, % at 20 µM;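 active means inhibition above about 50% at 20 µM, limit read from the data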;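 further: plate controls were DMSO wells with enzyme for no effect and wells lacking enzyme for full effect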
# Target sequence (Q9GZU7 76-261 limits assumed): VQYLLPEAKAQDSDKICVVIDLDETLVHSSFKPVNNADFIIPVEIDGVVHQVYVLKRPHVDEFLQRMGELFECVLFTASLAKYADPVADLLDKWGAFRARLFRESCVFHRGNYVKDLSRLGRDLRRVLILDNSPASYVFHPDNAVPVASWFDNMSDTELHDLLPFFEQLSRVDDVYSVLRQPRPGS
#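 Times: enzyme reaction 45 min at room temperature, colour 5 min, stabilisation 30 min. Material: SCP-1 catalytic fragment, aa 76-261. Medium: Acidic Tris acetate buffer with magnesium and detergent. Signal: colorimetric free-phosphate detection, absorbance 630 nm. Read-out basis: % inhibition of SCP-1 phosphate liberation. Reagent: Phosphorylated 17-residue peptide substrate.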
# DNMT1 inh: human DNMT1 methyltransferase inhibitors, primary screen, biochemical, molecular beacon, fluorescence, HinP1I cleavage, uHTS; DNA (cytosine-5)-methyltransferase 1 (Homo sapiens), P26358; inhibition (reported as % activation of signal), % at 10 µM; hit rate 0.83% among 360,000; AID 588458, 2011; in the data active means inhibition above about 50%
# Rin1-Abl PPI inh: inhibitors of Rin1-Abl protein binding, primary screen, biochemical, TR-FRET. Tyrosine-protein kinase ABL1 (Homo sapiens) + Ras and Rab interactor 1 (Homo sapiens), …. inhibition, % at 7.35 µM. hit rate 0.4% among 360,000. AID 588664, 2011; in the data active means inhibition above about 5%, passing the limit was not always enough
# STEP block: STEP phosphatase inhibitors, primary screen, biochemical, fluorescence intensity, uHTS; hit rate 0.25% among 360,000; recombinant STEP, OMFP fluorogenic substrate; AID 588621, 2011; Tyrosine-protein phosphatase non-receptor type 5 (Homo sapiens), P54829; inhibition, % at 20 µM;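 active means inhibition at 20 µM, scaled per plate between control wells, above about 37%, limit read from the data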;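 further: 0% = DMSO with enzyme and substrate and 100% = substrate only without enzyme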
#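 Also added – OMFP at 25 µM · Test system – STEP tyrosine phosphatase · Technique – FITC-channel fluorescence of OMFP product · Schedule – 20 min at room temperature, dark · Evaluation – control-normalized % inhibition with plate pattern correction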
# SUMO1-SIM PPI: modulators of SUMO1 protein-protein interactions, primary screen, biochemical, uHTS; Small ubiquitin-related modifier 1 (Homo sapiens), P63165; SUMO1 binding to a labelled peptide, TR-FRET, 1 h; inhibition, % at 20 µM; hit rate 0.33% among 360,000; in the data active means inhibition above about 37%
# Target sequence (P63165 whole entry, looked up): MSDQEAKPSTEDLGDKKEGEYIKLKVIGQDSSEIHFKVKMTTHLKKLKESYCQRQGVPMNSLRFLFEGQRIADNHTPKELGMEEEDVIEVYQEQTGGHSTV
# Rpn11 inh: Rpn11 (PSMD14) deubiquitinase inhibitors, primary screen, biochemical, fluorescence polarization, uHTS | human 26S proteasome, Ub4-pepOG fluorescence polarization; 20S core pre-blocked with epoxomicin | calls only at 20 µM | hit rate 0.59% among 360,000 | AID 588493, 2011;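 active means inhibition at 20 µM, scaled to each plate's controls, above about 33%, limit read from the data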
# LMPTP block: LMPTP phosphatase inhibitors, primary screen, biochemical, fluorescence intensity, uHTS; Low molecular weight phosphotyrosine protein phosphatase (Homo sapiens), P24666; recombinant LMPTP-A, OMFP fluorogenic substrate; inhibition, % at 20 µM; hit rate 0.22% among 360,000; AID 651560, 2012;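 active means compounds that cut the enzyme signal by at least half of the control window in the single-dose screen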;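 further: plate controls were DMSO wells with enzyme plus substrate for no effect and substrate without enzyme for full effect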
#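 Test system: LMPTP-A, protein tyrosine phosphatase of low molecular weight; Input: 0.625 nM enzyme; Incubation: 50 min dark incubation at room temperature; Signal: endpoint fluorescence intensity from OMFP dephosphorylation; Read-out basis: % inhibition versus control wells.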
# CSN inh: inhibitors of CSN-mediated cullin deneddylation, primary screen, biochemical, fluorescence polarization, uHTS. COP9 signalosome complex subunit 5 (Homo sapiens), Q92905. Purified CSN, SCF-Nedd8-OG deneddylation. inhibition, % at 12.5 µM. hit rate 0.38% among 360,000;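 active means pattern-corrected inhibition above about 35%, with an unprinted fluorescence ratio check between 0.5 and 1.5, limit read from the data, passing the limit was not always enough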;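 further: 0% = enzyme with substrate and 100% = substrate without enzyme; some results filed as inactive read as strong as hits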
#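 Assay system: HEK293T-derived human Csn5 enzyme; quantity: 0.24 nM enzyme; medium: Tris/NaCl/DTT buffer, pH 7.5; also added: substrate SCFSkp2-Nedd8OG, 10 nM; doses: 12.5 µM compound; schedule: 90 min reaction at room temperature; signal: FP; read-out: % inhibition of substrate cleavage by Csn5; benchmarks: substrate-only high control, full reaction low control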
# Neddylation inh: inhibitors of cullin neddylation, primary screen, biochemical, TR-FRET, uHTS, NAE and Ubc12; calls only at 25 µM; AID 651699, 2012; NEDD8-conjugating enzyme Ubc12 (Homo sapiens) + NEDD8-activating enzyme E1 regulatory …; hit rate 0.58% among 360,000; in the data active means inhibition above about 36%
# Target sequence (P61081 whole entry, looked up): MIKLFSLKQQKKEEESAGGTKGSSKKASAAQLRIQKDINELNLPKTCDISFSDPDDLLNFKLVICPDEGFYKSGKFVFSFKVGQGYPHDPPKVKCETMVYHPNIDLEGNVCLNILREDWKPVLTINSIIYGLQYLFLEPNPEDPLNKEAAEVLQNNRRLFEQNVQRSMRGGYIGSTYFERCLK
# Target sequence (Q13564 whole entry, looked up): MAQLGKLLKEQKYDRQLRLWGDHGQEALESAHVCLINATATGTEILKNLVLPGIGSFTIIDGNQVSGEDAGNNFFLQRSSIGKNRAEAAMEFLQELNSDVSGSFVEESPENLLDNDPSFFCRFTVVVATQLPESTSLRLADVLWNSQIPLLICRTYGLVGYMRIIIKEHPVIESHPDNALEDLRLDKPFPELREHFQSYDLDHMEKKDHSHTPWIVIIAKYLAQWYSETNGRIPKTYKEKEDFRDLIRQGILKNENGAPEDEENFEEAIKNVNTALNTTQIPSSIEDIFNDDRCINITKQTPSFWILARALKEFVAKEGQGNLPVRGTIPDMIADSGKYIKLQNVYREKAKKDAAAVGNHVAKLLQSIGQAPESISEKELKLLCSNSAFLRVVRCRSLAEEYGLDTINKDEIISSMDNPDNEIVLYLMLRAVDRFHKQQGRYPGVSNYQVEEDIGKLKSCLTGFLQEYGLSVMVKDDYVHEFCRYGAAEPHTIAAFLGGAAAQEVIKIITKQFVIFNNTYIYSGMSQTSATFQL
# NadD inh: inhibitors of S. aureus NadD, primary screen, biochemical, colorimetric, uHTS. purified NadD enzyme, colorimetric absorbance read-out. inhibition, % at 20 µM. hit rate 0.78% among 360,000. Nicotinate-nucleotide adenylyltransferase NadD (Staphylococcus aureus N315); in the data active means inhibition above about 26%; further: some compounds past the cut are filed as inactive
# An asterisk follows results filed as active; i = inactive; nt = no result given. Compounds were not picked by outcome. About 3.8% of those tested had a hit in this group.
# Sequence of screens: Scp-1 inhibitor	DNMT1 inh	Rin1-Abl PPI inh	STEP block	SUMO1-SIM PPI	Rpn11 inh	LMPTP block	CSN inh	Neddylation inh	NadD inh
CCCN(C)C1CN(Cc2cn(Cc3ccc(C(F)(F)F)cc3)nn2)S(=O)(=O)C1 (configuration not stated)
  nt	nt	nt	nt	0.0	nt	-1.0	-0.5	i	-7.2
Cc1c(N=c2scc(-c3ccccc3)n2CCO)c(=O)n(-c2ccccc2)n1C
  -6.0	0.9	-1.1	-4.6	-2.5	i	-1.0	-1.8	i	-4.3
O=C(Nc1ccc(C(=O)O)cc1)/C(=C\c1ccco1)NC(=O)c1ccco1
  6.6	2.8	-3.7	1.6	-0.7	i	-1.6	2.6	i	-6.2
CC(C)(C)OC(=O)N/N=C/c1c[nH]c2ccccc12
  -0.8	-3.3	0.4	-0.9	-5.5	i	0.2	-1.9	i	-2.8
Cc1ccc(C(=O)CSc2cnc3ccccc3n2)cc1C
  -8.4	-18.6	-2.4	1.8	-12.1	i	2.5	7.5	i	4.7
Cc1ccc(NC2CCCN(C(=O)Cc3nonc3C)C2)cc1C (configuration not stated)
  3.4	-2.1	-0.9	-1.8	-2.9	i	1.7	0.5	i	0.1
CCOC(=O)C1=NN(c2ccc([N+](=O)[O-])cc2)CC1C(=O)OC (configuration not stated)
  -9.3	-0.4	-5.3	-2.3	-27.5	i	0.5	-4.9	i	-6.9
CCOc1ccc(-c2csc(NC(=O)c3cccc(N4C(=O)CCC4=O)c3)n2)cc1
  -5.8	-5.0	1.8	1.0	-8.8	i	8.1	3.1	i	-9.0
CCN(Cc1ccc(OC)c(F)c1)C(=O)c1cc2ccccc2o1
  -0.8	-0.3	3.2	-1.1	5.9	i	1.0	5.5	i	-4.7
O=C1NC(c2ccc3ccccc3c2)Nc2ccccc21 (configuration not stated)
  nt	3.9	-0.2	3.4	-2.0	i	-0.8	0.8	nt	-7.2
C[N+]1(CCN2C(=O)C3CC=C(Cl)CC3C2=O)CCOCC1 (configuration not stated)
  -4.5	-3.4	0.8	-0.4	-0.9	i	-3.1	-3.1	i	-7.4
N#Cc1c(NC(=O)CCN2C(=O)c3ccccc3C2=O)oc(-c2ccccc2)c1-c1ccccc1
  -5.7	-4.6	0.9	4.2	0.4	i	1.4	2.6	i	0.8
O=C(CSc1ccc(-c2ccccn2)nn1)c1ccc([N+](=O)[O-])cc1
  -10.4	-7.1	-3.6	1.8	-29.0	i	2.7	-1.0	i	2.6
COC(=O)CSc1nnnn1-c1cccc2ccccc12
  -13.9	2.4	-0.2	2.9	-7.4	i	-0.2	-3.9	i	-3.9
COC(=O)CCCC(=O)NCC1(N(C)Cc2ccccc2)Cc2ccccc2C1
  -7.0	0.6	1.7	-1.1	7.8	i	1.1	5.0	i	-3.8
CCS(=O)(=O)NCc1csc(C)n1
  2.6	-0.5	1.7	0.6	-3.6	i	-1.5	-1.3	i	4.0
CCC(C)(C)C1CCC2(CC1)NC(=O)N(CC(=O)NCCOc1ccccc1)C2=O (configuration not stated)
  -4.8	-6.8	1.9	-0.8	0.2	i	0.5	2.1	i	3.5
O=C(N/N=C/c1ccncc1)c1ccc(COc2cccc3cccnc23)cc1
  -9.6	-3.1	-5.9	1.5	-4.1	i	12.6	-1.4	i	12.6
O=C(c1ccc(F)cc1)N1CCN(C2CCC(c3ccccc3)CC2)CC1 (configuration not stated)
  -2.8	2.4	2.9	2.4	-1.0	i	-2.4	-4.5	i	-2.4
CCCC(=O)Nc1ccccc1NC(=O)c1ccc(OC)cc1
  -6.5	-1.7	2.1	-1.2	-3.9	i	-1.3	1.1	i	-0.8
CCN(C(=O)COc1ncnc2ccccc12)C1CCCCC1
  2.6	2.8	6.6	0.7	2.4	i	0.2	-6.7	i	3.9
Cc1cc(=O)n(CCC(=O)O)c2ccccc12
  3.8	2.5	-0.5	-1.9	1.3	i	1.3	-5.2	i	-1.9
Cc1ccccc1OCC(O)Cn1c(Br)nc2c1c(=O)n(C)c(=O)n2C (configuration not stated)
  -6.7	-1.8	2.1	-4.3	-2.0	i	-1.2	1.1	i	-4.7
CN1CCN(S(=O)(=O)CC2(C)C3CCC2(C)C(=O)C3Br)CC1 (configuration not stated)
  -9.0	-0.4	-0.9	3.5	0.8	i	-1.7	0.8	i	-8.8
COc1ccc2oc(C(=O)Nc3ccc(N4CCOCC4)cc3)c(C)c2c1
  14.8	50.6*	-2.4	1.5	2.3	i	2.3	0.5	i	12.8
O=C(Nc1ccc(-c2nnc(-c3ccccc3)o2)cc1)C1CCCO1 (configuration not stated)
  -4.4	3.6	0.9	0.7	-3.2	i	-0.5	-2.7	nt	-2.9
Cc1cc(C)n(-c2cccc(C(=O)O)c2)n1
  -6.2	4.4	-1.5	2.4	1.6	i	-2.6	5.4	i	-6.7
Cc1ccc(S(=O)(=O)N2[C@@H](c3ccc(Br)cc3)C(C(=O)O)=CC[C@H]2c2cccc(Cl)c2)cc1
  -0.1	5.7	-1.6	-0.3	9.9	i	0.6	-3.0	i	16.1
COc1cc(OC)c(-n2cc(-c3ccc(Cl)cc3)[nH]c2=O)cc1Cl
  -8.7	-10.9	-2.0	0.7	4.8	i	0.9	6.7	i	0.9
Clc1ccccc1N/N=C/c1ccc2c(c1)OCO2
  -7.6	-7.3	-0.4	0.0	-7.6	i	2.2	1.9	i	-5.1

# Sequence of screens: Scp-1 inhibitor	DNMT1 inh	Rin1-Abl PPI inh	STEP block	SUMO1-SIM PPI	Rpn11 inh	LMPTP block	CSN inh	Neddylation inh	NadD inh
CCOC(=O)c1sc2nc(C)nc(NCCc3ccc(S(N)(=O)=O)cc3)c2c1C
  -1.4	-2.0	-1.7	3.3	-16.7	i	0.7	5.2	i	9.3
Nc1nc2c(ncn2[C@@H]2O[C@H](CNCc3ccc(OCCCN4CCOCC4)cc3)[C@@H](O)[C@H]2O)c(=O)[nH]1
  nt	-1.8	5.0	-0.5	1.9	i	3.0	-0.3	i	0.2
COc1cccc2c1OC1(C)CC2/C(=C(\C)O)C(=O)N1 (configuration not stated)
  0.2	0.9	1.5	0.1	-4.7	i	-0.8	-6.6	i	-9.7
O=C1Nc2ccccc2OC1CC(=O)N1CCN(c2cccc(C(F)(F)F)c2)CC1 (configuration not stated)
  4.6	-12.2	-2.1	7.2	-1.2	i	1.8	-0.9	i	-2.4
O=C(OCn1nnc2ccccc2c1=O)c1ccc(O)cc1
  -3.9	-0.2	0.2	-1.4	0.2	i	0.3	-0.6	i	-7.8
O=S(=O)(NC1CC1)c1ccccc1
  -7.5	3.5	-0.1	-4.7	6.0	i	-1.0	1.2	i	-3.3
O=C(COc1ccc(Br)cc1)Nc1ccc2oc(=O)ccc2c1
  -7.3	4.3	-4.6	0.6	-0.7	i	-0.8	-0.3	i	-6.6
CCC(C(=O)O)N1C(=O)/C(=C/c2cccn2C)SC1=S (configuration not stated)
  20.4	28.3	1.2	2.0	-32.1	nt	6.7	82.0*	i	-3.1
CC1CCOC(c2coc3ccccc3c2=O)O1 (configuration not stated)
  -4.9	0.4	0.0	-4.6	2.1	i	-0.1	-0.8	i	2.5
CCNC(=S)NS(=O)(=O)c1ccc(C)cc1
  -0.9	-2.9	1.3	-0.2	0.9	i	-0.3	4.7	i	0.2
CCCn1nc(NS(=O)(=O)c2ccc(F)cc2)c2cc3ccccc3nc21
  3.8	-1.5	2.5	-0.2	-19.0	i	-0.5	4.9	i	4.9
N#C/C(=C\c1ccc(C(=O)O)cc1)S(=O)(=O)c1cc(Br)ccc1Br
  -0.3	2.6	3.3	-2.9	1.1	i	-0.7	5.7	i	-0.3
CC(C)c1ccc(Cc2nnc(NCCCO)[nH]c2=O)cc1
  -6.8	0.2	-3.9	-0.5	-0.4	i	0.4	5.6	i	5.4
NC(=O)C1CC(=O)N(CCc2ccc(F)cc2)C1 (configuration not stated)
  0.8	-1.0	2.3	1.5	6.4	i	-0.1	3.7	i	-0.4
CC(C)(C)n1ncc2c(=O)n(CC(=O)c3ccccc3)cnc21
  -5.7	-1.5	-0.4	-1.0	-2.0	i	-2.0	-6.3	i	-0.8
CCc1ncc(/C=C2\C(=O)Nc3ccccc32)[nH]1
  -0.7	-2.0	-7.8	0.1	-20.3	i	0.8	-1.6	i	-1.9
O=C(/C=C/c1ccccc1[N+](=O)[O-])Nc1cccnc1
  -8.2	9.9	-2.7	-1.2	-17.6	i	-0.1	-0.1	i	8.6
Cc1cccc(C)c1NC(=S)NC(=O)CCc1ccccc1
  -2.7	-0.5	-3.4	6.0	3.3	i	0.6	-4.3	i	-1.8
CCc1ccccc1NC(=O)CN1CCN(C(=O)CN2C(=O)NC3(CCCCC3C)C2=O)CC1 (configuration not stated)
  -4.8	1.3	1.7	-1.0	4.6	i	-1.0	-6.1	i	2.2
Cc1ccc(C(=O)N2CCCCC2)cc1S(=O)(=O)N1CCCCCC1
  -6.1	-0.2	1.3	-0.9	-0.7	i	0.1	-4.6	i	0.7
CC(Sc1nnc(-c2ccco2)n1C)C(=O)Nc1nccs1 (configuration not stated)
  -0.8	0.4	0.6	-0.5	0.4	i	-0.4	2.2	i	-1.7

# Part of the list above, reduced to Rin1-Abl PPI inh, STEP block and LMPTP block:
Compound	Rin1-Abl PPI inh	STEP block	LMPTP block
COC(=O)CSc1nnnn1-c1cccc2ccccc12	-0.2	2.9	-0.2
CC1CCOC(c2coc3ccccc3c2=O)O1 (configuration not stated)	0.0	-4.6	-0.1
CCc1ccccc1NC(=O)CN1CCN(C(=O)CN2C(=O)NC3(CCCCC3C)C2=O)CC1 (configuration not stated)	1.7	-1.0	-1.0
Cc1ccc(C(=O)N2CCCCC2)cc1S(=O)(=O)N1CCCCCC1	1.3	-0.9	0.1
